TNF death inh: inhibitors of TNF-alpha induced necroptosis in Jurkat FADD-/- cells | Jurkat FADD-/- TNF necroptosis rescue, ATP luminescence, 24 h; 0 = TNF only, 100 = no-TNF cells | activation (protection from cell death), % at 10 µM | 220,000 tested, 0.068% active | AID 463075;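 active = activation, meaning protection from cell death, of at least 50% relative to plate controls; inactive = activation below 50%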;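 also: necroptosis triggered by 40 ng/mL TNF-alpha added together with compound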
zfTRPN1 agonist: zebrafish TRPN1 (NompC) channel agonism; 220,000 tested, 0.18% active; HEK293 zebrafish TRPN1-YFP, Fluo-8 calcium fluorescence; 100% = response to 87 µM carbachol; AID 1424; activation, % at 3 µM;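 active = activation above its plate's cutoff, the mean activation of test wells on that plate plus 3 SD, cut at about 19% in these data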;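 also: 0% = DMSO alone and 100% = 87 µM carbachol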
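Assay system: Zebrafish TRPN1-YFP in HEK293 cells | Incubation: Dye loading 1 h at 37 °C, then 30 min room temperature | Measured by: Kinetic Fluo-8 fluorescence, ex 470-495, em 515-575 nm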
Ba/F3 V617F tox: reduce viability of Ba/F3 cells dependent on JAK2V617F; Ba/F3 EpoR-JAK2V617F viability, ATP luminescence; inhibition, % at 5.6 µM; 220,000 tested, 1.1% active;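 active = inhibition above the campaign mean plus 3 SD over all tested compounds, cut at about 24% in these data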;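 also: cytokine-independent growth of Ba/F3 cells driven by EpoR plus mutant JAK2; 0% = DMSO-treated cells and 100% = JAK inhibitor I control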
CHOP inh: blocks CHOP induction under ER stress. inhibition, % at 10 µM. CHO-K1 CHOP-promoter luciferase, tunicamycin-induced, 15-18 h. AID 2732. 220,000 tested, 3.8% active;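 active = compounds that reduced the stress-induced luciferase reporter signal by more than about 70% of percent inhibition, limit read from the data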;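 also: 0% = tunicamycin plus vehicle and 100% = wells without tunicamycin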
TRPML3 agonist: agonists of human TRPML3 channel. Q8TDD5. HEK293 TRPML3-YFP, Fluo-8 calcium fluorescence; 100% = the carbachol control signal. activation, % at 3 µM. 220,000 tested, 0.29% active. AID 1448;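 active = activation above its plate's cutoff, the mean activation of the plate's test wells plus 3 SD, cut at about 12% in these data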;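 also: 0% = DMSO only wells and 100% = carbachol wells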
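Test system: TRPML3-YFP stable HEK293 cells. Doses: single point at 3 µM. Incubation: dye loading 1 h 37 °C then 30 min ambient, 125 s read. Signal: Fluo-8 calcium dye fluorescence, ex 470-495, em 515-575 nm. Measure: percent activation from peak-to-basal fluorescence ratio, scaled between DMSO and carbachol.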
BaF3 parental: parental Ba/F3 viability inhibition as JAK2V617F counter-screen | CellTiter-Glo ATP luminescence | inhibition, % at 5.6 µM | 220,000 tested, 1.1% active | AID 1486;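 active = inhibition above a per-campaign cutoff, the mean inhibition of all tested compounds plus 3 SD, cut at about 27% in these data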;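 also: 0% = DMSO wells and 100% = JAK Inhibitor I control wells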
RBBP9 inhibitor: human RBBP9 hydrolase inhibition. AID 1515. inhibition, % at 7.94 µM. recombinant RBBP9, FP-Rh probe fluorescence polarization. 220,000 tested, 0.2% active;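 active = inhibition above the campaign mean of all tested compounds plus 3 SD, cut at about 14% in these data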;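 also: plate controls were DMSO wells with RBBP9 for no effect and wells lacking RBBP9 protein for full effect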
Target sequence (O75884 whole entry, looked up): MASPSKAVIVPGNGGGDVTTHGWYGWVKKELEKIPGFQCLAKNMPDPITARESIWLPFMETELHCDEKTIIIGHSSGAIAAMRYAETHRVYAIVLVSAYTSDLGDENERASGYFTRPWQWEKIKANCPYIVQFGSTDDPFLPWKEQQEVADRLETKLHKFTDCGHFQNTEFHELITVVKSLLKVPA
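Test system: recombinant human RBBP9; Timing: 30 min then 45 min, 25 °C; Detection: fluorescence polarization; Control set: RBBP9 with DMSO as uninhibited control, no-protein wells as full inhibition; Compound dosing: one concentration, 7.94 µM nominal, 0.794% DMSO; Probe or stimulus: FP-Rh activity-based probe, 375 nM before mixing.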
PPC-1+TRAIL kill: compounds killing PPC-1 cancer cells with TRAIL present (potentiator screen, no TRAIL-free arm) | PPC-1 cells + TRAIL, ATPLite viability luminescence | cell killing (% activity), % at 4 µM | 220,000 tested, 0.41% active;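 active = cell killing above 50% in the first pass at 4 µM, then a duplicate retest at 5 µM averaging 50% or more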;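 also: plate controls were cells with TRAIL plus DMSO for no effect and medium-only wells lacking cells for full effect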
Wee1 stabilizer: human Wee1 degradation inhibition, primary screen. HeLa Luc-Wee1K328M stability, luciferase luminescence; 100% = proteasome inhibitor MG132 effect. reporter increase, % at 5 µM. 220,000 tested, 1.2% active. AID 1321;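 active = activation above the mean of all tested compounds plus 3 SD, set per screening run, cut at about 8.8% in these data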;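 also: cells exposed to compound for 20 h before luminescence read; 0% = DMSO alone and 100% = MG132 at 30 µM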
Target sequence (P30291 whole entry K328M): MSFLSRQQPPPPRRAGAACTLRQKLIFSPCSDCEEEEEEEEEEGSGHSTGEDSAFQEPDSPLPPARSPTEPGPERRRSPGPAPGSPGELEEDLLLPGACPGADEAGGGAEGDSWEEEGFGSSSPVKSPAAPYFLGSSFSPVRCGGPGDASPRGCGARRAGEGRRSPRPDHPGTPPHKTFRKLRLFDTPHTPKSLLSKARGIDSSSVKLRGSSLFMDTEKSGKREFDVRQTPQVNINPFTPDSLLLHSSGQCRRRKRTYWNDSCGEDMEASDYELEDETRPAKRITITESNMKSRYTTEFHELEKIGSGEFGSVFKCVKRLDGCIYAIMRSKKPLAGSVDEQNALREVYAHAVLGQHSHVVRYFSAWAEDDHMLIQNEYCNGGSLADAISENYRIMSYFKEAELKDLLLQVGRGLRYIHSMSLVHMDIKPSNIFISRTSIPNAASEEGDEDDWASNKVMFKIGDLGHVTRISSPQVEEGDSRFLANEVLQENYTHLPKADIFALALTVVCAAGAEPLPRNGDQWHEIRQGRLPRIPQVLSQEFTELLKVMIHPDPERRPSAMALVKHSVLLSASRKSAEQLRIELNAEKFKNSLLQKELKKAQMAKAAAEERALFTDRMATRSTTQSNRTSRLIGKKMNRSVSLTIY
* hit, by the source's call; x = not tested or not shown. An unsorted share of the library; any-hit rate near 6.8%.

Under each structure – zfTRPN1 agonist, Ba/F3 V617F tox, PPC-1+TRAIL kill, RBBP9 inhibitor, TNF death inh, TRPML3 agonist, Wee1 stabilizer, BaF3 parental, CHOP inh
O=C(NCCO)/C(=C/c1ccc(Br)cc1)NC(=O)c1cccs1
 : 1.9, 7, 17, -5, -3.4, -0.1, -2, 5, -25
C#CCNC(=O)C1=C[C@H](c2coc3ccccc3c2=O)[C@@H](CCCO)[C@H](OCC)O1
 : 1.0, -2, 16, 0, 11, -0.1, 1, 2, -3
CC(=O)NC1C(Oc2ccc(C)cc2)OC2COC(c3ccco3)OC2C1O (configuration not stated)
 : 1.6, 0, 2, -4, 1.5, 0.9, -2, 1, 11
Cc1nc2ccccc2c(=O)n1CCCN1CCOCC1
 : 1.5, -1, 18, -10, 1.2, 0.9, 0, 2, 3
COc1ccc(/C=N/NC(=O)c2ccc(NC(=O)c3ccccc3Br)cc2)cc1
 : 3.6, 1, 9, -16, -2.5, 0.4, -1, 1, 2
CCOC(=O)C1=C(NC(=S)NC(=O)c2ccccc2)c2ccccc2CC1C(C)C (configuration not stated)
 : -0.7, -3, 16, -7, -13, -0.2, 0, 0, 89*
COC1(c2cc(-c3ccccc3)nc(N)n2)CCCCC1
 : -1.6, 3, 15, 0, 0.1, -1.5, -3, 6, 42
CC1(C)CC(=O)C(C=Nc2ccc3[nH]ncc3c2)=C(O)C1
 : 0.3, -2, -3, -3, -6.1, 0.3, -2, -1, 21
S=c1[nH]nc(Cc2c[nH]c3ccccc23)o1
 : -0.3, -1, 8, -7, -1.4, 0.3, 0, 1, 58
C=CCNC(=O)CSc1nc2scc(-c3ccco3)c2c(=O)n1CC=C
 : 1.1, -2, 18, -3, 2.2, 0.3, -2, -5, -19

More entries
Under each structure – zfTRPN1 agonist, Ba/F3 V617F tox, PPC-1+TRAIL kill, RBBP9 inhibitor, TNF death inh, TRPML3 agonist, Wee1 stabilizer, BaF3 parental, CHOP inh
CCOc1ccc(C(=O)C(C)=O)c(OCC)c1
 : -1.1, 1, 23, -8, -0.3, 0.0, 1, 1, 10
C=CCn1c(=O)/c(=C\c2ccsc2)s/c1=C(/C#N)C(=O)NCCN1CCOCC1
 : 1.7, 1, -11, -7, -1.0, 0.9, -3, 3, 32
O=C(c1cc2ccccc2oc1=O)N(Cc1cccs1)C1CCS(=O)(=O)C1 (configuration not stated)
 : 0.0, -2, -3, -4, -1.0, -0.9, 0, 2, -23
CCOc1cc(/C=N/NC(=O)c2ccncc2)ccc1OC(=O)c1ccc([N+](=O)[O-])cc1
 : 3.9, -1, 19, -13, -3.0, 0.3, -3, 1, 81*
CCc1nnc(NS(=O)(=O)c2ccc(N=Cc3c(C)[nH]n(-c4ccc(C)c(C)c4)c3=O)cc2)s1
 : -0.9, 8, 44, 2, -6.2, 0.8, 0, 16, -12
CSc1nnc(C)c(/C=C/Nc2ccc(F)cc2)n1
 : 0.3, -4, -12, -2, -7.0, 0.8, 0, 1, 3
COc1ccc(C(=O)Nc2ccc(OCC(F)(F)C(F)F)c(C(F)(F)F)c2)cc1OC
 : 0.6, 3, 6, -45, -4.8, 1.0, 0, 7, 23
Cc1ccc2nc(-c3ccc(N4C(=N)SC5CS(=O)(=O)CC54)cc3)sc2c1 (configuration not stated)
 : 2.1, -1, 8, 5, 2.5, 1.5, 2, 5, -21
Cc1cc(C)cc(NS(=O)(=O)c2ccc3[nH]cc(C(=O)N4CCc5ccccc54)c(=O)c3c2)c1
 : 0.0, -3, 12, -9, 0.9, 1.4, -1, 3, 6
CCOC(=O)c1ccc2ncc(C(=O)OCC)c(NCc3ccco3)c2c1
 : 0.2, -5, -1, -1, 1.9, 0.1, -3, 2, 23

Carrying on.
Under each structure – zfTRPN1 agonist, Ba/F3 V617F tox, PPC-1+TRAIL kill, RBBP9 inhibitor, TNF death inh, TRPML3 agonist, Wee1 stabilizer, BaF3 parental, CHOP inh
CC(=O)c1ccc(NC(=O)CNCC(c2ccccc2)N(C)C)cc1 (configuration not stated)
 : -1.2, 2, 3, -4, 0.8, 0.7, 1, 7, 3
O=C(NN=C1C2CC3CC(C2)CC1C3)c1ccncc1
 : 1.8, -1, 11, -5, -2.2, 0.4, 1, 5, 3
CCOC(=O)Cc1[nH]nc2c1C(c1cc(OC)ccc1OC)C(C#N)=C(N)O2 (configuration not stated)
 : 0.6, 1, 20, 2, 0.0, 0.4, 1, 0, 22
CC1CCc2nc(NC(=O)CN3CCN(c4ccc(F)cc4)CC3)sc2C1 (configuration not stated)
 : -0.8, -4, 20, 6, 0.4, 0.5, 4, 0, 57
Cc1sc(NC(=O)Cn2nc(C(F)(F)F)cc2C)c(C(=O)OC(C)C)c1C
 : 0.5, 5, -4, -8, -1.1, -0.3, -1, 9, -3
CCCCCC[n+]1c(-c2ccccc2)csc1Nc1ccccc1
 : -0.3, -3, 21, -3, -0.1, 0.6, 4, 1, -3
COc1cccc(C(=O)Nc2ccc(N3CCN(Cc4ccccc4)CC3)cc2)c1
 : 0.8, 0, 20, 4, 1.6, 2.1, -1, 1, 32
Cn1c(C(=O)NC2CCCCC2)cc2c(=O)n(C)c3ccccc3c21
 : 1.8, 4, 20, -2, -2.6, -0.3, -1, 9, 27
CC(NC(=O)c1ccc(N)cc1)c1ccccc1 (configuration not stated)
 : 0.7, 2, 1, 3, 1.3, 1.4, 5, 9, 13
Cc1ccc(-c2csc3nc(CN(C)Cc4ccccc4)[nH]c(=O)c23)cc1
 : -0.7, 7, 3, -16, -2.9, -0.7, 1, 7, 47

More records:
Under each structure – zfTRPN1 agonist, Ba/F3 V617F tox, PPC-1+TRAIL kill, RBBP9 inhibitor, TNF death inh, TRPML3 agonist, Wee1 stabilizer, BaF3 parental, CHOP inh
O=C(C1CCCN(S(=O)(=O)c2cccc3nonc23)C1)N1CCN(c2ccccc2Cl)CC1 (configuration not stated)
 : 0.9, -1, 7, -8, -8.1, -0.6, -3, 3, 10
CCN1CCN(c2ccc(NC(=O)c3ccc(C#N)cc3F)cc2Cl)CC1
 : 1.7, -1, 15, -1, 4.8, 0.9, -3, 4, 16
Cc1ccsc1/C=C1\SC(N2CCOCC2)=NC1=O
 : -0.4, -4, 25, 5, -6.0, -0.5, 3, -1, -40
Cc1cc(C(=O)OCC(=O)NCc2ccccc2)c(C)o1
 : -1.6, 2, 0, -1, 1.3, 0.3, -1, 9, 1
COc1ccc(NC(=O)C2CC(=O)N/C(=N/N=C/c3ccco3)S2)cc1 (configuration not stated)
 : 1.6, 2, 7, -1, 1.8, 1.3, 9.4*, -6, 2
O=C1c2ccccc2C(=O)N1CC(O)CN1CCOCC1 (configuration not stated)
 : 0.0, -1, 10, -1, -0.9, 0.7, 0, 6, -19
COc1ccc(C(=O)NNC(=O)CSc2nnc(COc3ccc4ccccc4c3)n2C)cc1
 : -0.2, -3, -9, -11, -0.3, -0.4, -2, -1, -26
CCn1c(C)c(P(=O)(N2CCOCC2)N2CCOCC2)c2ccccc21
 : 1.1, 1, 1, -6, -0.1, 0.3, 2, 3, 11
COc1cccc(N2CCN(C(=O)C3CCN(S(=O)(=O)c4cccs4)CC3)CC2)c1
 : 2.2, 1, -15, -2, -1.0, 2.7, 4, 6, 19
COc1ccc2cc(S(=O)(=O)NCCCN3CCOCC3)ccc2c1
 : 2.1, 3, 1, 3, -1.2, 1.1, -1, 4, -1

Additional entries follow:
Under each structure – zfTRPN1 agonist, Ba/F3 V617F tox, PPC-1+TRAIL kill, RBBP9 inhibitor, TNF death inh, TRPML3 agonist, Wee1 stabilizer, BaF3 parental, CHOP inh
CCn1c(CSc2nc3ccccc3s2)n[nH]c1=S
 : 0.0, 5, 4, -4, -2.2, -0.3, 0, 7, 7
CCOC(=O)N1CCN(C(=O)CS(=O)(=O)Cc2nc(-c3ccccc3C)oc2C)CC1
 : 3.0, 5, x, -2, -4.5, 1.2, 0, 6, 2
Cc1cc(=O)[nH]c(N/N=C/c2c(O)n(-c3ccccc3)c(=O)c3ccccc23)n1
 : 0.3, 0, 24, -4, 1.3, 1.2, 2, 7, 42
N=C(N)SCc1nc2ccccn2c1Br
 : 1.8, -2, -16, 7, 2.2, 0.9, 1, 0, 10
Cc1ccc(CNC(=O)CSc2nc3c(sc4ccccc43)c(=O)n2CCCN2CCCC2)cc1
 : 0.2, 3, 6, 2, -8.3, 0.1, 0, 6, -27
CCN(CC)CCNC(=O)c1[nH]c2ccc(OCc3ccccc3)cc2c1C
 : 4.0, 3, 15, 4, -0.5, 2.3, 0, 9, 11
CCCNC(=O)Cn1cccc1C(=O)c1ccccc1
 : 0.5, -1, 8, -8, 1.0, 0.0, -3, 4, -24
Cc1ccccc1C(=O)NNC(=O)C1CCCN(c2ncccn2)C1 (configuration not stated)
 : 0.8, -1, -2, -4, -2.8, 0.6, -2, 6, 17
N#Cc1ccc(-c2csc(NC(=O)c3ccc(N4C(=O)CCC4=O)cc3)n2)cc1
 : 3.2, -4, 12, -4, 1.8, 0.7, 0, -2, 6
CC1CN(c2cc3nccnc3cc2F)CC(C)O1 (configuration not stated)
 : 0.5, -1, 6, -4, -1.0, 0.3, 1, 2, 6

Additional entries
Under each structure – zfTRPN1 agonist, Ba/F3 V617F tox, PPC-1+TRAIL kill, RBBP9 inhibitor, TNF death inh, TRPML3 agonist, Wee1 stabilizer, BaF3 parental, CHOP inh
CCCCC(=O)Nc1cc([N+](=O)[O-])ccc1Cl
 : 0.0, 0, 11, 0, 6.7, 0.5, 0, 7, 1
COC(=O)CSc1nc2c(c(-c3ccc(O)cc3)c1C#N)CCCC2
 : -2.3, 4, 25, -8, -1.4, -0.8, -1, 9, 6
CCC1CCCCN1c1cc(C)nc2cc(-c3cccc(C)c3)nn12 (configuration not stated)
 : -1.5, -2, 9, -7, 2.1, -0.4, -2, 2, 87*
CCOC(=O)c1cnc(-n2nc(C)cc2C)nc1Nc1ccc(O)cc1
 : 1.7, 2, 22, -5, -4.2, 0.7, -2, -6, 104*
Cc1ccnn1CCC(=O)N1CCCC(CCC(=O)N2CCN(c3ccccn3)CC2)C1 (configuration not stated)
 : -0.4, -1, 10, 8, 0.2, 1.3, -1, 2, 7
Cc1cccc(C)c1N1CCN(S(=O)(=O)c2ccccc2)CC1
 : -0.4, 2, 1, -5, -0.1, 0.5, 3, 3, 4

Bioassay records deposited in PubChem BioAssay by several laboratories.
